Screening results as filed in PubChem.
PglD DTNB: C. jejuni PglD acetyltransferase inhibitors, primary screen, biochemical, DTNB colorimetric, single point; UDP-N-acetylbacillosamine N-acetyltransferase PglD (Campylobacter jejuni); purified PglD enzyme, DTNB colorimetric CoA detection; inhibition, % at 12.5 µM; 0.098% of 360,000 active; AID 602405, 2012; in the data active = inhibition above about 16%, passing the limit was not always enough; note: strong numbers were not always called active
Statin myotox sup: suppressors of statin myotoxicity in C2C12 myotubes, primary screen, cell-based, single point, plate reader; C2C12 myotubes + simvastatin, ATP luminescence, 48 h; scaled: DMSO 0, geranylgeraniol control 100; rescue of ATP level, % at 7.49 µM; 0.78% of 330,000 active; AID 602340, 2012;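 active = mean ATP rescue above about 67%, or every replicate alone reaching that limit, limit read from the data, passing the limit was not always enough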;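 note: myotubes were challenged with 10 µM simvastatin during compound exposure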
The depositor's hits bear a star. This is a subset; rates above refer to the full screens.

Compound	PglD DTNB	Statin myotox sup
COc1cc(C2C(C(C)=O)=C(O)C(=O)N2CCc2c[nH]c3ccccc23)ccc1O (stereo unspecified)	-1	6
O=C(NCCO)c1nc(NCCO)c2ccccc2n1	-1	5
COc1ccc(OC)c(NC(=O)Cn2cc(C#N)c3cc(Br)ccc32)c1	-1	-1
CC1CCN(C(c2ccccc2)c2nnnn2C(C)(C)C)CC1 (stereo unspecified)	-1	106*
O=C(CCCC(=O)N1CCc2ccccc21)N1CCc2ccccc21	8	6
CC(C)(C)c1ccc(C(=O)CSc2nc3ccccc3c(=O)[nH]2)cc1	-4	6
CCOC(=O)c1cnc(-c2cccc(OC)c2)[nH]c1=O	2	5
CSc1ccccc1NC(=O)CN(c1cc(C)cc(C)c1)S(C)(=O)=O	1	6
CCOc1ccc(N2CC(C(=O)NCc3cccc(C)c3)CC2=O)cc1 (stereo unspecified)	-11	1
CCOC(=O)C1CCN(C(=O)Cc2ccc(C)cc2)CC1	5	3
COc1ccccc1CC(=O)NCCc1ccc(S(N)(=O)=O)cc1	-1	1
CCOc1ccc(N(CC(=O)NC2CCCC2)C(=O)CCCC(=O)Nc2ccccn2)cc1	0	-1
CCn1c(-c2cccc(Cl)c2)n[nH]c1=S	6	23
CC(C)(C)c1ccc(C(=O)CS(=O)(=O)c2ccccc2)cc1	-8	4
O=C(Nc1cc(C(F)(F)F)ccc1N1CCOCC1)c1cn2ccccc2n1	5	-21
CCCNS(=O)(=O)c1ccc(C(=O)NCC2CCCO2)cc1 (stereo unspecified)	0	1
CCCN1CCN(C(c2cc3cc4c(cc3[nH]c2=O)OCO4)c2nnnn2C(C)(C)C)CC1 (stereo unspecified)	2	-4
C=CCn1c(SCC(=O)c2cc(C)n(Cc3cccs3)c2C)nnc1-c1ccncc1	1	5
CC(C)c1nnc(SCC(=O)N2CCOCC2)n1C	-6	-2
Cc1onc(-c2ccccc2Cl)c1C(=O)Nc1ccc(-n2nncc2-c2ccco2)cc1	3	-20
O=C(Nc1nccs1)c1csc2c1CCCC2	8	6
CCCNC(=O)NS(=O)(=O)c1cnccc1Sc1ccc(Cl)c(Cl)c1	2	33
Cc1cc(C)n(/N=C\c2c(O)ccc3ccccc23)c(=O)c1C(N)=O	-4	3
CCC(C)(C)n1nnnc1CN1CCN(c2nc3cc(OC)ccc3cc2C#N)CC1	0	-4
CC(=O)Nc1cc2c(cc1[N+](=O)[O-])-c1ccccc1C2O (stereo unspecified)	7	5
COc1ccc(NC(=O)Cn2c(=O)n(CC(=O)NCc3ccco3)c(=O)c3ccccc32)cc1	-5	-7
COc1ccccc1NC(=O)c1nnn(CC(=O)Nc2ccccc2)c1N	-4	65
Cc1ccccc1-n1nnnc1SCC(N)=O	-2	6
COc1ccc(CNc2cccc(F)c2)cc1Br	-2	12
COC(=O)COc1ccc2c(=O)c(Oc3ccccc3)c(C)oc2c1	-2	-1

Filtered by structure, the compounds so far containing a cyano group
Compound	PglD DTNB	Statin myotox sup
COc1ccc(OC)c(NC(=O)Cn2cc(C#N)c3cc(Br)ccc32)c1	-1	-1
CCC(C)(C)n1nnnc1CN1CCN(c2nc3cc(OC)ccc3cc2C#N)CC1	0	-4

Further results:
Compound	PglD DTNB	Statin myotox sup
O=C(NC1(C(F)(F)F)C(=O)Nc2c1c(=O)[nH]c(=O)n2-c1ccccc1)c1ccncc1 (stereo unspecified)	-1	10
Cc1c(NC(=O)CSc2nc3ccc(Cl)cc3[nH]2)c(=O)n(-c2ccccc2)n1C	-8	-13
COc1cc(Nc2ccc(C)cc2)c([N+](=O)[O-])nc1[N+](=O)[O-]	-5	-2
COC(=O)c1ccc(-c2ccc(F)cc2)nc1C	2	8
COc1ccc(OC)c(/C=N/NC(=O)c2ccc[n+](CC(=O)c3ccccc3)c2)c1	4	-1
CN(C)CCNC(=O)NC1CCCCC1	1	8
COc1ccc(C2=NOC(C(=O)Nc3cc(Br)ccc3O)C2)cc1OC (stereo unspecified)	5	-10
CCOC(=O)N1CCN(C(=O)c2oc3ccc(S(=O)(=O)N4CCOCC4)cc3c2C)CC1	4	95*
COc1cc(N2CCOCC2)ncn1	4	-9
CC(C)(C)C(=O)NC1CCN(S(=O)(=O)c2ccccc2F)CC1	5	-4
COc1ccc(-n2c(=O)c3ccccc3n(CC(=O)NC3CCCCC3)c2=O)c(OC)c1	-2	-14
CCC(CC)NC(=O)C1CCN(S(=O)(=O)c2cccs2)CC1	2	-2
Cc1ccc(-c2nn(C)c(=O)c3ccccc23)cc1CNC(=O)/C=C/c1ccccc1	-4	26
Cc1[nH]c2ccccc2c1-c1nc2ccccc2[nH]1	7	-18
O=C(Nc1ccc(Cl)cc1)c1csc(-c2ccccc2)n1	1	2
CCOc1ccc2nc(NC(=O)CSc3nnc(-c4ccncc4)n3CC3CCCO3)sc2c1 (stereo unspecified)	-6	-7
Cc1csc(NC(=O)c2ccccc2O)n1	-3	8
O=C(O)c1ccc2cccnc2n1	-1	2
CC(C)CC(=O)NC1(C(F)(F)F)C(=O)Nc2c1c(=O)n(C)c(=O)n2C (stereo unspecified)	-5	11
Cc1ccc(C(CCN)c2ccco2)cc1 (stereo unspecified)	-4	7
COC(=O)c1cc(=O)nc2sc(-c3ccccc3)nn12	3	4
COC(=O)Cn1cnc2sc(C)c(S(=O)(=O)N3CCC(C)CC3)c2c1=O	2	-6
COc1ccc2c(c1)[nH]c1c(=O)n(CCC3=CCCCC3)cnc12	-1	-6
Cc1cc(C)c(S(=O)(=O)c2ccccc2)c(OC(=O)c2ccc(Cl)cc2Cl)n1	-3	2
COCCCNC(=O)C1CCN(S(=O)(=O)c2c(C)noc2/C=C\c2ccc(OC)cc2)CC1	-3	-4
CC1=C(C(=O)OCc2ccc3c(c2)OCO3)C(c2ccc(F)cc2)NC(=O)N1 (stereo unspecified)	8	40
O=C(NCc1ccc2c(c1)OCO2)c1ccc2c(=O)n(C3CCCC3)c(=O)[nH]c2c1	-3	3
COc1cnn(Cc2ccccc2)c(=O)c1SCc1ccccc1	3	20
CS(=O)(=O)N1CCC(C(=O)Nc2cccc(C(F)(F)F)c2)CC1	-2	-8
Cc1ccc(NC(=O)N2CCC(O)(c3ccc(Cl)cc3)CC2)cc1	-2	5
CCOC(=O)c1cn(CC)c2ccc(S(=O)(=O)N3CCC(C)CC3)cc2c1=O	-3	13
COC(=O)/C=C1/N/C(=N\c2nc(C)cc(C)n2)N(c2ccc(C)c(C)c2)C1=O	-7	-1
C=CCN(C(=O)Cn1nnc2ccccc21)C(C(=O)NCCOC)c1ccc(OC)cc1OC (stereo unspecified)	-2	0
COC(=O)CN(c1c(C)cccc1C)S(C)(=O)=O	1	1
C=CCN1CCN(C(c2ccc(OC)c(OC)c2)c2nnnn2C(C)(C)C)CC1 (stereo unspecified)	6	23
O=C(c1ccccc1)N(Cc1ccc(F)cc1)C1CCS(=O)(=O)C1 (stereo unspecified)	-2	-1
COC(=O)c1sccc1-c1ccc(/C=N/OC(=O)c2ccccc2)o1	-3	1
C[C@]1(C(=O)NCCCNc2ncc(C(F)(F)F)cc2Cl)C=C[C@@H](Cc2ccccc2)N1C(=O)c1ccccc1	4	4
COc1ccc(S(=O)(=O)NCCN2CCOCC2)c2ccccc12	-3	2
Cc1ccc(-c2cc3nn(-c4ccccc4)c(N)c3c(=O)o2)cc1	4	-11
COC(=O)c1cc(Br)c(=O)n(-c2ccc(OC)cc2)c1	0	-9
CC(=O)C1=C(c2ccc(Br)cc2)C(=O)c2ccccc2C1=O	1	-122
COc1ccc(NC(=O)CCC(=O)Nc2nnc(C(F)(F)F)s2)c(OC)c1	4	8
COc1ccc(/C=C2\NC(=S)N(CC3CCCO3)C2=O)c(OC)c1C (stereo unspecified)	-16	-2
Cc1ccc(-c2nnn(C(C)C(=O)N3c4ccccc4CCc4ccccc43)n2)cc1 (stereo unspecified)	-5	29
Cn1c2c(c(=O)n(C)c1=O)CN(CCc1ccccc1)CN2	-4	0
O=C(Nc1nccs1)C1CCN(S(=O)(=O)c2cnc[nH]2)CC1	-2	16
O=C(c1cncc(Br)c1)N1CCc2ccccc2C1	-4	1
O=C1c2ccccc2C(=O)N1CC1=CCS(=O)(=O)C1	0	112*
O=C1OC2(c3ccccc3)C3CCCC2C13	-10	3
COc1ccc(C2=CC(=O)OC3(CCCCC3)O2)cc1	-1	2
CC(C(=O)NC1=NCCS1)(C(F)(F)F)C(F)(F)F	-3	-2
O=C(/C=C/c1cccs1)c1cc(Br)ccc1OC(=O)N1CCOCC1	-2	37
Clc1ccc(OCc2nn3c(-c4ccco4)nnc3s2)c(Cl)c1	3	-8
Cc1ccc(CN2CCN(C(=O)CCN3C(=O)c4ccccc4C3=O)CC2)cc1	3	2
Cc1ccc(O)c(-c2cc(C(=O)NCc3ccccc3)[nH]n2)c1	4	11
CCOc1cccc(NC(=O)Cn2nc(-c3ccc4c(c3)OCCO4)ccc2=O)c1	-3	-2
Cc1ccc(S(=O)(=O)c2nc(-c3ccc(F)cc3)oc2SCC(=O)NCC2CCCO2)cc1 (stereo unspecified)	3	-34
OCC#CCSc1nnc(-c2ccccc2Br)o1	-3	7
CC(C)n1c(CNC(=O)c2ccccc2)nc2ccccc21	-3	-2

Remaining list, next part:
Compound	PglD DTNB	Statin myotox sup
O=C1/C(=C/c2ccc3c(c2)OCO3)Oc2cc(OCC(=O)N3CC(O)C[C@H]3C(=O)O)ccc21 (stereo partly specified)	-1	0
CC(C)(C)OC(=O)N1CCC[C@H]1c1nnc(SCc2ccc(Cl)cc2Cl)o1	-2	13
Cc1ccc(Cl)c2c1NC(=O)C2(O)CC(=O)c1ccc(Br)cc1 (stereo unspecified)	0	23
COC(=O)c1ccc(S(=O)(=O)N2CCCCCC2)cc1	9	-8
FC(F)(F)c1nnc(-c2ccccc2)nc1Sc1ccc(Cl)cc1	5	28
CCc1cc(-c2n[nH]c(=S)n2Cc2ccccc2)cs1	4	49
Cc1cccc(Oc2nc(-c3cccc([N+](=O)[O-])c3)nc3ccccc23)c1C	5	9
CCS(=O)(=O)N1CCN(c2ccccc2F)CC1	3	10
C/C(=N/NC(=O)c1ccc(C)s1)c1cccc(NC(=O)COc2ccc(Cl)cc2C)c1	7	-10
Cc1ccc(S(=O)(=O)c2c(N)n(CC3CCOC3)c3nc4ccccc4nc23)cc1 (stereo unspecified)	-1	13
CCc1cc(Br)ccc1N1C(=O)C2CC=CCC2C1=O (stereo unspecified)	-7	-12
O=C(CSc1nnc(-c2ccco2)o1)c1ccccc1	3	-11
CC1SC(c2cccc(Cl)c2)NC1=O (stereo unspecified)	6	-7
Cc1ccc(/C=N\NC(=O)c2csnn2)cc1	2	9
CC(=O)c1ccc(OC(=O)C2CC(=O)N(c3cccc(C)c3)C2)cc1 (stereo unspecified)	2	3
Cc1ccc(S(=O)(=O)NCCCN2CCOCC2)c(C)c1	-5	-1
COc1ccc(S(=O)(=O)NNC(=O)C2Cc3c(ccc4ccccc34)O2)cc1 (stereo unspecified)	5	-6
CCC(=O)N1CCN(c2ccc(Cl)cc2NC(=O)Cc2ccccc2)CC1	-3	13
Cc1csc(NC(=O)CSc2ncn(-c3ccccc3)n2)n1	3	5
COc1cc(NS(=O)(=O)N2CCCC2)cc(OC)c1OC	5	14
COC(=O)c1sccc1NC(=O)c1ccc(Br)o1	1	5
CCCC(=O)Nc1nc2ccc(NC(=O)c3ccc(Br)o3)cc2s1	2	-62
Cc1cc2c(N=O)c(NO)ccc2[nH]1	-1	80*
CCOC(=O)N1CCN(S(=O)(=O)c2ccc3[nH]cc(C(=O)O)c(=O)c3c2)CC1	-6	97*
CS(=O)(=O)c1ccc2nc(NC(=O)Oc3ccccc3)sc2c1	0	-11
O=C(c1ccc2nc(-c3ccco3)c(-c3ccco3)nc2c1)N1CCN(c2ncccn2)CC1	5	13
CC(C)NCCOc1cccc(Br)c1	-1	-10
Cc1cc(N2CCC(C)CC2)nc(SCC(=O)c2ccccc2)n1	4	-25
NC(=O)SCC(=O)Nc1ccc(Cl)cc1	8	14
COc1ccc(C(=O)N[C@H](C(=O)NCC2CCCCC2)C(C)C)cc1	-3	-1
Cc1ccc(NC2=NC(c3ccccc3)n3c(nc(C)cc3=O)N2)c(C)c1 (stereo unspecified)	0	9
CCOc1ccc(/C=C/[N+](=O)[O-])c2ccccc12	5	-3
CCOC(=O)c1sc(NC(=O)CSc2nc(C)cc(C)c2C#N)c(C#N)c1C	-3	-13
COC(=O)C(C)n1cnc2c(cnn2-c2ccc(Cl)cc2)c1=O (stereo unspecified)	-5	-12
COC(=O)c1ccc(C2C(C(=O)Nc3ccccc3C)=C(C)Nc3ncnn32)cc1 (stereo unspecified)	0	57
COc1ccc(-n2c(=O)[nH]cc(C(=O)Nc3ccc4c(c3)OCCO4)c2=O)cc1	1	3

Entries shown so far containing a nitro group on carbon (4):
Compound	PglD DTNB	Statin myotox sup
CC(=O)Nc1cc2c(cc1[N+](=O)[O-])-c1ccccc1C2O (stereo unspecified)	7	5
COc1cc(Nc2ccc(C)cc2)c([N+](=O)[O-])nc1[N+](=O)[O-]	-5	-2
Cc1cccc(Oc2nc(-c3cccc([N+](=O)[O-])c3)nc3ccccc23)c1C	5	9
CCOc1ccc(/C=C/[N+](=O)[O-])c2ccccc12	5	-3
